N-glyco inh: N-linked glycosylation inhibition. AID 588692. reporter increase, % at 12.5 µM. 360,000 compounds, 0.23% hits. D54 ERlucT glycosylation luciferase reporter, 24 h; percent of 100 nM tunicamycin response;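 active = mean luciferase reporter signal, scaled so untreated is 0 and the glycosylation-blocking control 100, at or above a set limit in every replicate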;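 also: luciferase carries N-glycosylation sites so blocking glycosylation raises the light; 0% = median of neutral control wells and 100% = median of 100 nM tunicamycin wells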
PDI inh: PDI (human) enzyme inhibition. PDI insulin aggregation turbidity, A650, 90 min. P07237. inhibition, % at 10 µM. 350,000 compounds, 0.052% hits;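 active = mean inhibition across replicates of 30% or more, whatever share of single replicates reach that level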;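 also: absorbance from insulin aggregation driven by PDI reduction with DTT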
Target sequence (P07237 whole entry, looked up): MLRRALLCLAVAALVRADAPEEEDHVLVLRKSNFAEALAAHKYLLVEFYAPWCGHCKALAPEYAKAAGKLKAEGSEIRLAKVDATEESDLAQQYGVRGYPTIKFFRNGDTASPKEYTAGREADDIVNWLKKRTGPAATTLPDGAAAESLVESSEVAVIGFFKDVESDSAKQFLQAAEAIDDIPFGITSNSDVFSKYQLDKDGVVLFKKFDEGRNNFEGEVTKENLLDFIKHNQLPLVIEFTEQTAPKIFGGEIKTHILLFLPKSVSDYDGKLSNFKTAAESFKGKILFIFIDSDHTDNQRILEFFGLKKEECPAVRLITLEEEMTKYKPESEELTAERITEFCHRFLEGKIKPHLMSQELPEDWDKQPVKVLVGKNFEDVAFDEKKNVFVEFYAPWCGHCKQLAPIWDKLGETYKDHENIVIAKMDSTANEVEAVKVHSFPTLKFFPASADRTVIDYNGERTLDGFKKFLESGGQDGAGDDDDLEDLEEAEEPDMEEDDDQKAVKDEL
m5-HT2A agonist: activates the mouse 5-HT2A serotonin receptor; 360,000 compounds, 0.66% hits; activation, % at 7.6 µM; CHO-K1 mHTR2A beta-arrestin complementation, luminescence; percent of 30 µM serotonin response; AID 624169;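 active = activation above a run cutoff, the mean activation of all tested compounds plus 3 SD, cut at about 14% in these data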;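 also: 0% = plate median of compound wells and 100% = 30 µM serotonin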
MC4R antag cAMP: human MC4R antagonism in cAMP assay; P32245; MC4R-expressing cells, MTII-stimulated cAMP, LANCE TR-FRET; inhibition, % at 6.5 µM; 360,000 compounds, 0.48% hits; AID 540295;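 active = inhibition above its plate's cutoff, the mean of tested wells on that plate plus 3 SD, cut at about 29% in these data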;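 also: 0% = Melanotan II alone and 100% = Melanotan II plus saturating MCL0020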
Target sequence (P32245 whole entry, looked up): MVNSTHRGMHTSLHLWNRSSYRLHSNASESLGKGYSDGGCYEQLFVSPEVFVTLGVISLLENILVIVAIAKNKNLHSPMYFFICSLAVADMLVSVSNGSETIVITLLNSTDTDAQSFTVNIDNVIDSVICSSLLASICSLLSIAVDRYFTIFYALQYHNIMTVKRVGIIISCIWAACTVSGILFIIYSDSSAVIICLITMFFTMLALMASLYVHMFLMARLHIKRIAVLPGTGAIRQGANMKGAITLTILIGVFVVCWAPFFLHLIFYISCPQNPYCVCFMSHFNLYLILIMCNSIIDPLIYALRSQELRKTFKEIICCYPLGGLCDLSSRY
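Material: U2OS-MC4R stable cell line | Reagent: Melanotan II challenge after compound preincubation | Doses: One concentration, 6.5 µM nominal | Incubation: 30-min compound preincubation, 1-h Melanotan II challenge, 1-h detection, room temperature | Signal: TR-FRET cAMP assay | Replicates: One well per compound, no replicates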
aDG glyco up: increases alpha dystroglycan glycosylation; Pro5-aDG cells, alpha-DG glycosylation AlphaScreen (IIH6); 0% Pro5, 100% B10-LARGE cell signal; activation, % at 10 µM; 360,000 compounds, 0.22% hits; AID 624168;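 active = activation of at least 8% versus controls, or a plate z-score of at least 8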;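 also: Pro5 are CHO cells carrying HIG-tagged alpha-DG that lacks glycosylation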
H9c2 protect: modulators protecting cardiomyocytes from myocardial damage; H9c2 cardiomyocytes, H2O2 injury protection, ATPLite, 2 h; protection from H2O2 cell death, % at 20 µM; 360,000 compounds, 0.63% hits;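 active = compounds giving at least 50% protection of heart cells from peroxide-induced death in the single-dose screen, raw or plate-pattern-corrected value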;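 also: 0% = DMSO wells with peroxide and 100% = DMSO wells without peroxide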
ABCB6 inh 2: inhibitors of human ABC transporter ABCB6. 360,000 compounds, 0.19% hits. Q9NP58. K562-ABCB6 porphyrin accumulation, flow cytometry, 1 h; active compounds read low. fluorescence ratio to DMSO, % at 10 µM;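 active = fluorescence ratio to DMSO below 75%, the collection mean minus 3 SD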;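 also: signal is porphyrin accumulated inside mitochondria; 100% equals median channel fluorescence of DMSO control wells; lower ratio means ABCB6 inhibition with less porphyrin fluorescence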
MC4R ag barr: activates human MC4R beta-arrestin recruitment; U2OS MC4R beta-arrestin complementation, luminescence; percent of melanotan II response, DMSO zero; activation, % at 8.9 µM; 360,000 compounds, 0.98% hits;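 active = activation above a per-plate cutoff, the mean activation of sample wells on that plate plus 3 SD, cut at about 8% in these data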
CaV13 ICDI inh: Primary screen for inhibitors of IQ motif and Ca2+-dependent inactivation inhibitor domain binding in CACNA1D, Förster resonance energy transfer in living cells, …; AID 743397; 340,000 compounds, 0.098% hits; HEK cells, CFP/YFP FRET ICDI-IQ, plate reader, 10 min; percent FRET-ratio fall versus neutral wells; inhibition, % at 12.3 µM;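 active = mean replicate inhibition of at least 30% and at least 1% of replicates passing that level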;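 also: 0% = median of the neutral control wells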
Vif inh: HIV Vif inhibition. 340,000 compounds, 0.35% hits. HEK293T cells, Vif self-association by quenched fluorescence, imaging, 24 h. inhibition, % at 7.49 µM; in the data active = inhibition above about 50%, passing the limit was not always enough; also: some results filed as inactive read as strong as hits
* marks the source's active call; other numbers are inactive results; x = not tested or not shown; & = joins results of further samples.

entry	canonical_smiles	N-glyco inh	PDI inh	m5-HT2A agonist	MC4R antag cAMP	aDG glyco up	H9c2 protect	ABCB6 inh 2	MC4R ag barr	CaV13 ICDI inh	Vif inh
1	Cc1ncc(NS(=O)(=O)c2ccc(N)cc2)nc1C	0	11	1	2	0.0	3	100	-2.2	-5	17
2	Cc1c(NC(=O)c2ccc3c(c2)OCO3)cccc1-c1nc2ncccc2o1	0	10	-3	15	-0.2	36	106	-0.8	-6	-5
3	CC(NC(=O)COC(=O)C1CSC2(C)CCC(=O)N12)C12CC3CC(CC(C3)C1)C2 (stereo not drawn)	2	2	3	-1	0.2	0	92	0.9	5	-2
4	Cn1c(SC/C=C/c2ccccc2)nnc1-c1cnccn1	7	2	3	-2	0.0	4	96	-1.2	x	10
5	CC1(c2ccc(Cl)cc2Cl)NC(=O)N(CC(=O)NCCC2=CCCCC2)C1=O (stereo not drawn)	-2	5	-5	9	0.1	-9	98	0.2	-5	-2
6	CCOc1ccc(S(=O)(=O)N2CCc3cc(OC)c(OC)cc3C2)cc1	3	-3	-4	1	-0.1	-2	94	-1.0	-5	5
7	Cn1nnnc1SCC(=O)Nc1nc(-c2ccc(F)c(F)c2)cs1	-1	-7	9	3	-0.2	9	98	-1.9	-3	x
8	COc1ccc(-c2csc(NC(=O)CSCc3c(C)noc3C)n2)cc1OC	-2	-2	6	-1	0.0	16	103	-1.5	-6	-3
9	CC(Oc1cccc(Br)c1)C(=O)Nc1cccc(S(=O)(=O)N2CCOCC2)c1 (stereo not drawn)	-4	4	0	7	0.0	-5	95	-0.7	-6	2
10	Cc1ccc(S(=O)(=O)CCN2CCC(n3cccc3)CC2)cc1	0	13	-5	-3	-0.2	1	101	1.6	-5	0
11	CC(C)Cc1oc(C(=O)O)cc1CN1CCOCC1	2	2	0	12	-0.5	0	102	0.1	-5	0
12	Cn1nc(-c2ccc(Cl)cc2)cc1NC(=O)CSCC(=O)O	2	-3	3	-2	-0.2	-2	91	0.1	6	9
13	OC(c1cccc(Cl)c1)c1nc(-c2ccc(Cl)cc2)cs1 (stereo not drawn)	0	1	-1	6	0.0	-17	101	0.2	-6	4
14	CC(=O)NC(c1cc(Cl)c2ccccc2c1O)C(C)C (stereo not drawn)	3	-4	-4	5	0.3	-16	100	-0.5	-6	-3
15	O=C1/C(=C/c2ccccn2)COc2ccccc21	1	-3	6	22	0.1	-24	918	0.8	-5	x
16	N#Cc1c(F)cccc1NCCCn1ccnc1	1	0	3	-3	0.0	4	97	0.6	-2	0
17	Cc1ccc(NC(=O)C[n+]2ccn(C3=C([O-])c4ccccc4C3=O)c2)cc1	0	-13	-3	16	-0.1	-3	100	-0.4	20	-4
18	Nc1nc(NCc2ccccc2)n(-c2ccccc2)n1	3	-1	7	12	0.0	3	98	-0.2	-12	3
19	c1ccc(Cn2c(NCc3ccncc3)nc3ccccc32)cc1	-1	6	-7	1	3.6	6	94	-0.6	-7	-6
20	CCOc1cc(-c2c(C)c(C)nc(N)c2C#N)ccc1O	-2	11	15*	-2	-0.2	-3	98	-1.9	0	-1
21	COc1cc(OC)cc(C(=O)N2CC(=O)Nc3ccccc32)c1	23	2	1	-7	-0.1	9	92	-0.1	10	-12
22	CCOC(=O)C1=C(CS(=O)(=O)c2ccccc2)NC(=O)NC1c1ccccc1 (stereo not drawn)	0	-3	0	1	-0.3	2	100	-3.4	-5	4
23	Cc1cc(Br)ccc1NC(=O)C(C)c1ccc([N+](=O)[O-])cc1 (stereo not drawn)	-1	0	-1	1	0.1	-6	94	-1.9	-5	2
24	COc1ccc(CN2CCC(C(=O)NCCc3ccc(OC)c(OC)c3)CC2)c(OC)c1	-2	5	-2	9	0.1	5	103	-1.0	x	8
25	Cc1ccc(-c2nc3ccccc3[nH]2)cc1NC(=O)c1ccco1	-2	1	-3	10	0.0	5	103	0.1	x	2
26	O=C(/C=C/c1cn(CC(O)CN2CCCCC2)c2ccccc12)c1ccccc1 (stereo not drawn)	4	-1	-8	-5	0.8	-3	97	0.5	-6	-6
27	Cc1noc(C)c1-c1nc(CSc2ccc(Cl)cc2)no1	-3	-3	-2	0	-0.1	2	92	-0.2	21	6
28	CCC[C@@H](NS(=O)(=O)c1ccc(C)cc1)C(=O)Oc1ccc2c3c(c(=O)oc2c1)CCC3	-2	-3	10	8	-0.1	-5	99	0.4	-4	-2
29	Cc1cc(C)nc(N2C(=O)CC(C(=O)O)NC2=NCCc2c[nH]c3ccccc23)n1 (stereo not drawn)	2	7	1	-4	1.1	8	98	-0.2	-8	-4
30	COc1ccc(S(=O)(=O)N2CCN(C(=O)c3cccs3)CC2)cc1	0	9	2	4	-0.1	-13	99	-0.5	-6	x

Entries of single compounds as entered above. Values in the order: N-glyco inh | PDI inh | m5-HT2A agonist | MC4R antag cAMP | aDG glyco up | H9c2 protect | ABCB6 inh 2 | MC4R ag barr | CaV13 ICDI inh | Vif inh
Entry for `Cc1ccc(NC(=O)C[n+]2ccn(C3=C([O-])c4ccccc4C3=O)c2)cc1` → 0 | -13 | -3 | 16 | -0.1 | -3 | 100 | -0.4 | 20 | -4
Entry for `Nc1nc(NCc2ccccc2)n(-c2ccccc2)n1` → 3 | -1 | 7 | 12 | 0.0 | 3 | 98 | -0.2 | -12 | 3
Entry for `Cc1ccc(-c2nc3ccccc3[nH]2)cc1NC(=O)c1ccco1` → -2 | 1 | -3 | 10 | 0.0 | 5 | 103 | 0.1 | x | 2
Entry for `N#Cc1c(F)cccc1NCCCn1ccnc1` → 1 | 0 | 3 | -3 | 0.0 | 4 | 97 | 0.6 | -2 | 0
Entry for `Cc1cc(Br)ccc1NC(=O)C(C)c1ccc([N+](=O)[O-])cc1` (stereo not drawn) → -1 | 0 | -1 | 1 | 0.1 | -6 | 94 | -1.9 | -5 | 2

Carrying on:
entry	canonical_smiles	N-glyco inh	PDI inh	m5-HT2A agonist	MC4R antag cAMP	aDG glyco up	H9c2 protect	ABCB6 inh 2	MC4R ag barr	CaV13 ICDI inh	Vif inh
31	CCCC1C2CN(C(C)=O)CC=C2C(C#N)=C(N)C1(C#N)C#N (stereo not drawn)	1	3	7	-2	0.0	1	106	2.1	-5	-5
32	CCCNC(=O)c1ccc(CN2CCc3ccccc3C2)cc1	3	3	-1	5	0.0	-7	103	2.5	0	0
33	COc1ccc(-n2c(C)cc(/C=N/Nc3nnc(C)n3N)c2C)cc1	6	6	-4	5	1.8	-21	100	-0.5	-6	0
34	COc1ccc(OC)c(-c2csc(NC(=O)C3=COCCO3)n2)c1	3	-1	2	-5	0.0	-9	103	-3.9	-6	-5
35	CC1CCC(NC(=O)Cn2cc3c(n2)CCCC3)CC1 (stereo not drawn)	1	x	1	0	-0.3	-8	103	-1.2	-4	6
36	Cc1ccc(-n2nc3c(SCCN4CCOCC4)nnc(C)c3c2C)cc1	-4	-6	-7	9	-0.2	-10	105	2.3	-5	2
37	O=C(CCC(=O)N1CCCCCC1)Nc1ccc([N+](=O)[O-])cc1	1	4	0	4	0.4	-1	96	-1.1	-3	8
38	COc1ccc(NC(=O)Nc2ccc(OC)cc2)cc1	2	-11	-3	-1	0.0	4	123	1.8	x	9
39	COc1ccc(-n2nc(C(=O)NCC(=O)NCCN(C)C)c3ccccc3c2=O)cc1	3	-3	9	2	-0.1	1	95	-0.7	-21	9
40	CC1CC(C)CN(C(C(=O)NC2CCCCC2)c2cc3ccccc3o2)C1 (stereo not drawn)	-3	x	-7	x	0.3	-9	100	x	x	-4
41	COc1ccc(C(=O)NCCSCc2ccccc2)cc1OC	0	1	1	14	0.0	4	95	-0.5	-7	-2
42	Cc1c(C)c2c(OCC(=O)NCC(O)c3ccccc3)cc3c(c2oc1=O)CCC(C)(C)O3 (stereo not drawn)	-3	x	4	13	-0.4	6	98	0.7	x	-7
43	C=CCNC(=S)Nc1nc2c(cc1C(=O)OCC)CCCC2	-2	18	6	3	0.2	-9	112	-1.3	-3	-7
44	CCOc1ccc(/C=N/NC(=O)c2ccc(CSc3nc4ccccc4[nH]3)cc2)cc1	-7	-2	-4	14	1.2	8	107	1.9	-4	-15
45	O=C(CSCc1ccccc1)Nc1ccccc1C(=O)Nc1ccc(C(=O)O)cc1	2	5	3	9	0.4	0	90	-0.7	-4	-2

Quoted at random: two compounds from above
entry	canonical_smiles	N-glyco inh	PDI inh	m5-HT2A agonist	MC4R antag cAMP	aDG glyco up	H9c2 protect	ABCB6 inh 2	MC4R ag barr	CaV13 ICDI inh	Vif inh
40	CC1CC(C)CN(C(C(=O)NC2CCCCC2)c2cc3ccccc3o2)C1 (stereo not drawn)	-3	x	-7	x	0.3	-9	100	x	x	-4
22	CCOC(=O)C1=C(CS(=O)(=O)c2ccccc2)NC(=O)NC1c1ccccc1 (stereo not drawn)	0	-3	0	1	-0.3	2	100	-3.4	-5	4

Given with values under each structure: 2 of the compounds above.
Order of results: N-glyco inh | PDI inh | m5-HT2A agonist | MC4R antag cAMP | aDG glyco up | H9c2 protect | ABCB6 inh 2 | MC4R ag barr | CaV13 ICDI inh | Vif inh
[40] CC1CC(C)CN(C(C(=O)NC2CCCCC2)c2cc3ccccc3o2)C1 (stereo not drawn)
→ -3 | x | -7 | x | 0.3 | -9 | 100 | x | x | -4
[41] COc1ccc(C(=O)NCCSCc2ccccc2)cc1OC
→ 0 | 1 | 1 | 14 | 0.0 | 4 | 95 | -0.5 | -7 | -2

Additional compounds follow.
entry	canonical_smiles	N-glyco inh	PDI inh	m5-HT2A agonist	MC4R antag cAMP	aDG glyco up	H9c2 protect	ABCB6 inh 2	MC4R ag barr	CaV13 ICDI inh	Vif inh
46	CSc1nc(SCC(N)=O)c2c3c(sc2n1)CN(C)CC3	2	-4	-1	0	-0.1	0	106	0.2	-6	1
47	CCC1=NN(C(=O)Cc2ccc([N+](=O)[O-])cc2)C(O)(c2ccncc2)C1 (stereo not drawn)	2	5	-5	17	0.0	-6	99	3.1	1	-8
48	CCC1Nc2ncnc(N3CCN(c4ccccc4)CC3)c2N(Cc2ccccc2)C1=O (stereo not drawn)	-3&-1	15	-28&-22	-2	-0.3&-0.2	6&1	98&97	-3.8	-5&-6	9
49	CC(C)CC(NC(=O)C(NC(=O)C1OC2OC(C)(C)OC2C2OC(C)(C)OC12)C(C)C)C(=O)O (stereo not drawn)	4	-3	0	12	0.0	8	100	-2.1	-5	2
50	C/C=C\C=C/C(=O)Nc1cccc(C2=NOC3(C2)C[C@@H](C(N)=O)N(C(=O)c2ccc(Cl)cc2)C3)c1 (stereo partly drawn)	2	7	2	4	0.1	-3	97	-1.1	-11	-7
51	CC(C)C(=O)NC(=S)Nc1ccccc1C(F)(F)F	0	-4	2	3	-0.2	-1	86	-0.5	0	6
52	CC(=O)Nc1ccc(S(=O)(=O)Nc2cc(S(=O)(=O)N3CCCCC3)ccc2O)cc1	2	5	-3	5	-0.1	10	98	-3.3	-7	-2

Assay outcomes: PubChem, several laboratories
